Compound activity (PubChem)
PLK1 kinase inh: blocks human PLK1 kinase activity. P53350. recombinant PLK1 kinase, TR-FRET peptide phosphorylation. inhibition, % at 10 µM. 0.53% of 97,000 active;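 active = inhibition of 50% or more in the single-concentration screen; inactive = inhibition below 50%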;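 also: 0% = DMSO max control and 100% = H-89 dihydrochloride min control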
Plk1 PBD FP: inhibitors of human Plk1 polo box domain binding; Plk1 PBD phosphopeptide binding, fluorescence polarization; inhibition, %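 (tested at about 20 µM)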; 0.13% of 97,000 active; AID 693; in the data active = inhibition above about 34%, passing the limit was not always enough
FAK blocker: blocks human focal adhesion kinase activity; Q05397; biochemical FAK kinase activity assay; inhibition, %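 (tested at 7 µM)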; 0.84% of 97,000 active; AID 727; in the data active = inhibition above about 19%;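 also: 0% = DMSO and 100% = reference compound high control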
PLAP act: activates human placental alkaline phosphatase; purified PLAP enzyme, luminescent substrate read-out; hits give high values; activation fold at 20 µM; 1.2% of 96,000 active; AID 696; in the data active = activation fold above about 2
S1P2 blocker: blocks the human S1P2 receptor | O95136 | cell-based S1P2 antagonist assay, inhibition at 5 uM | inhibition, % at 5 µM | 0.21% of 97,000 active | AID 736; in the data active = inhibition above about 45%;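 also: CRE beta-lactamase reporter cells expressing human S1P2 stimulated with S1P; 0% = agonist at EC80 alone and 100% = agonist plus reference antagonist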
MT1-MMP txn act: activates MT1-MMP transcription; HT1080 MT1-MMP promoter luciferase reporter, luminescence, overnight; hits give high values; activation factor at 10 µM; 0.16% of 86,000 active;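 active = activation factor of at least 2 for MT1-MMP transcription at 10 µM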
Rev-RRE block: HIV Rev-RRE protein-RNA interaction inhibition; 0.79% of 97,000 active; P05866; inhibition, % at 8 µM; Rev peptide-RRE RNA binding, FRET; AID 704;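 active = inhibition above the screen-wide mean plus 3 SD, cut at about 35% in these data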;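 also: 0% = median DMSO wells and 100% = median Neomycin B control wells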
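Test system – labelled RRE RNA duplex and labelled Rev peptide · Signal – fluorescein-to-Cy5 FRET, 480 nm excitation · Evaluation – % inhibition of FRET ratio versus controls · Benchmarks – DMSO low control, neomycin B high control · Incubation – 5 min RNA-compound premix plus 15 min binding step, 25 °C · Medium – HEPES pH 7.5 salt buffer with EDTA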
EphB4 ephrin blk: antagonists of human EphB4-ephrin-B2 interaction | 0.15% of 97,000 active | P54760 | EphB4 LBD / TNYL-RAW-Alexa532 peptide, fluorescence polarization | AID 720 | inhibition, % at 7 µM;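 active = inhibition above the screen-wide mean inhibition plus 3 SD, cut at about 15% in these data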;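 also: 0% = DMSO wells and 100% = excess unlabeled TNYL-RAW peptide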
S1P2 ag: agonists of human S1P2 receptor | O95136 | S1P2-expressing cell line, agonist reporter read-out | activation, % at 4.5 µM | 0.46% of 97,000 active | AID 729; in the data active = activation above about 16%;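 also: 0% = vehicle low control and 100% = maximal reference agonist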
Starred values were filed as active, the others as inactive; x = no result given.

smiles	PLK1 kinase inh	Plk1 PBD FP	FAK blocker	PLAP act	S1P2 blocker	MT1-MMP txn act	Rev-RRE block	EphB4 ephrin blk	S1P2 ag
CCOC(=O)c1c(NC(=O)CSc2nnc(C)c(=O)[nH]2)sc2c1CCC2	-6	-4	-5	1.2	2	1	-2	-2	-1
COc1ccc(C2NC(=S)N3C(c4ccc(OC)cc4)NC(=S)N23)cc1 (stereo unspecified)	-6	-45	3	1.6	-8	x	6	0	-5
COc1cccc(CN2CCN(C(=O)c3cccc4ccccc34)CC2)c1OC	0	-8	-1	1.6	6	1.2	5	0	-7
O=C(CCCn1c(SCC(=O)c2ccc(F)cc2)nc2ccccc2c1=O)NCc1ccco1	-14	-10	6	1.1	-1	1.1	2	2	-6
O=S(=O)(/C=C/c1ccccc1)c1ccccc1	-10	-7	-3	1.1	-1	x	3	2	-10
O=C(CCCNS(=O)(=O)c1cccc2nsnc12)NCc1ccccc1	-2	0	8	1	2	1.3	1	3	-3
CCOc1ccc(N2C(=O)CC(N3CCN(C4CCc5ccccc5C4)CC3)C2=O)cc1 (stereo unspecified)	-7	26	-4	1.7	12	1	5	-2	-1
CCC(=O)Nc1ccc(C(=O)N/N=C/c2ccccc2[N+](=O)[O-])cc1	-3	23	-12	0.9	1	x	5	-4	-2
Cc1onc(-c2ccccc2)c1C(=O)NC(CC(=O)O)c1ccc(OC(C)C)cc1 (stereo unspecified)	-5	25	-5	1.2	1	1.1	-7	-2	-4
CCOc1ccccc1C1N(c2ccc(OC)cc2)C(=O)C2CCCN21 (stereo unspecified)	1	-4	1	1.6	19	1.2	1	2	-6
OC1=C(O)c2nc3ccccc3nc21	-3	-20	-2	0.9	2	x	2	-7	-5
COc1ccccc1N1CCN(C2=NS(=O)(=O)c3ccccc32)CC1	-12	-5	-1	1.1	2	1.1	2	6	0
O=C(C1CCC1)N1CCc2cc(S(=O)(=O)NCc3cccnc3)ccc21	-17	-36	0	0.8	-17	0.9	0	-6	-3
Cc1cccc(CSCCNC(=O)c2ccc(N(C)S(=O)(=O)c3ccccc3)cc2)c1	-6	-18	-1	0.9	3	x	8	-5	-9
COC(=O)c1ccc(C(C(=O)NCc2ccccc2)N(Cc2ccco2)C(=O)c2cnccn2)cc1 (stereo unspecified)	-3	-2	4	1.2	27	x	1	-1	-1
O=c1c(C/C=C/c2ccccc2)c(O)nc2n1CCCS2	4	23	-1	0.9	30	0.9	5	1	-8
Cc1ccc(C(C(=O)NC2CCCC2)N(Cc2ccc(F)cc2)C(=O)c2csnn2)o1 (stereo unspecified)	-56	-2	2	1	5	1.1	4	-8	-8
CCOC(=O)c1c(C)nc2c(c1C)/C(=N/O)CC(C)(C)C2	4	-4	1	1	0	1.1	0	-7	-4
O=C(NCc1nc2ccccc2[nH]1)c1ccco1	-12	-7	0	0.9	-2	1.3	1	-6	-3
CC(NC(=O)c1cc2ccccc2o1)c1cccs1 (stereo unspecified)	-12	-12	3	0.8	-1	x	-1	-12	-1

Next part, overlapping the part above by 4 compounds.
smiles	PLK1 kinase inh	Plk1 PBD FP	FAK blocker	PLAP act	S1P2 blocker	MT1-MMP txn act	Rev-RRE block	EphB4 ephrin blk	S1P2 ag
Cc1ccc(C(C(=O)NC2CCCC2)N(Cc2ccc(F)cc2)C(=O)c2csnn2)o1 (stereo unspecified)	-56	-2	2	1	5	1.1	4	-8	-8
CCOC(=O)c1c(C)nc2c(c1C)/C(=N/O)CC(C)(C)C2	4	-4	1	1	0	1.1	0	-7	-4
O=C(NCc1nc2ccccc2[nH]1)c1ccco1	-12	-7	0	0.9	-2	1.3	1	-6	-3
CC(NC(=O)c1cc2ccccc2o1)c1cccs1 (stereo unspecified)	-12	-12	3	0.8	-1	x	-1	-12	-1
Cc1c(NC(=O)/C(=C\c2ccccc2)NC(=O)c2ccccc2)c(=O)n(-c2ccccc2)n1C	-6	-10	-10	1	3	x	6	-1	-7
CCCc1nc2n[nH]c(N)c2c2c1CCCC2	45	0	21*	1.1	-4	1.3	0	1	0
Clc1ccc(-c2nnc3n2CCCCC3)cc1	4	18	-1	1.2	-9	1.1	-4	3	-10
Cc1ccc(CCNC(=O)C2CCCN(C(=O)c3cc4sccc4n3C)C2)cc1 (stereo unspecified)	-16	16	0	1.6	17	1.1	4	5	-8
COc1ccccc1CN1C(=O)C2CC=CCC2C1=O (stereo unspecified)	6	0	-3	0.9	18	1.1	7	2	-7
CCOc1ccccc1C(=O)Nc1nnc(C(C)C)s1	-4	-2	4	1	-26	1.5	9	-7	1
O=c1c2ccccc2nc2sc3ccccc3n12	-1	10	20*	x	-31	1.8	12	3	-5
CCCc1nnc(NC(=O)CN2CCOCC2)s1	3	8	1	1	21	1.3	8	-5	-4
CSc1nc(N)nc(SCCS(=O)(=O)c2ccc(Cl)cc2)c1C#N	-9	-13	-2	x	10	1.2	12	-4	-8
CCc1nnc(NC(=O)[C@@H](NC(=O)c2cccc(S(=O)(=O)N(CC)CC)c2)C(C)C)s1	-9	5	0	1.7	-3	x	7	1	-2
Cc1ccc(-c2csc(N(Cc3ccccc3)C(=O)COc3ccccc3)n2)cc1	-3	-2	3	1	11	x	11	10	-3
N#Cc1ccc(NC(=O)N2CCC(c3nc4c(nnn4Cc4cccc(Cl)c4)c(=O)[nH]3)CC2)cc1	4	-6	8	1.3	23	1	14	3	-6
Cc1ccccc1C(=O)NC(C)c1ccc2c(c1)CCCC2 (stereo unspecified)	-5	-25	0	1	9	x	7	4	-2
CCN1C(=O)CC(N2CCC(Nc3ccc(OC)cc3)CC2)C1=O (stereo unspecified)	-2	9	8	1.3	-9	1.1	3	0	-5
O=S(=O)(c1ccc(Cl)s1)N1CCC(Cc2ccccc2)CC1	-3	30	1	0.7	-5	1.1	18	-4	-6
N#CC1=C(N)SC(N)=C(C#N)C1c1ccc(C(F)(F)F)cc1	-11	5	-9	1.1	8	1.1	42*	-3	-3
CCC(C)(C)n1nnnc1C(c1ccncc1)N1CCC(C)CC1 (stereo unspecified)	-11	7	2	x	-4	1.2	4	2	-4
Cc1cc(=O)oc(C)c1C(=O)Nc1cnc2ccccc2c1	4	-10	2	1.1	-9	1.3	53*	-2	-9
Cc1cccc(C)c1NC(=S)N/N=C/c1ccc(OCCC(C)C)cc1	-4	14	2	1.1	-5	x	-3	7	1
CC1CCc2c(sc(NC(=O)c3ccc(Cn4cc(Br)cn4)o3)c2C(N)=O)C1 (stereo unspecified)	-10	-9	2	1	-21	1.3	7	1	-4
CN(CC(N)=O)S(=O)(=O)c1ccc(F)cc1	-8	-3	-2	1	8	1.1	8	-1	0
CCCCNC(=O)c1onc(CSc2cccc3ccccc23)c1C(=O)O	-10	4	-11	1	-1	x	-2	0	-8
O=C(O)c1[nH]c2ccc(Cl)cc2c1CC(=O)N1CCN(c2ccccc2)CC1	-7	-28	-2	1	0	1.2	-2	-2	-3
Cc1nc(CS(=O)(=O)c2ccc(Cl)cc2)cc(Sc2ccccc2Cl)n1	-7	-3	2	1.2	16	x	14	-1	-3
Cc1cc2c(=O)n(CC(=O)N3CCN(c4ccccc4)CC3)cnc2s1	-13	3	2	0.8	13	1.1	9	-3	-4
O=S(=O)(NCC1CCCO1)c1ccc2oc3ccc(S(=O)(=O)NCC4CCCO4)cc3c2c1 (stereo unspecified)	-11	-16	-1	1.5	-13	1.1	14	-7	-1
Nc1c(C(=O)Nc2ccc3c(c2)OCCO3)nnn1CCc1ccccc1	1	12	-1	0.5	-21	1.1	4	-4	-6
CC(C)COP(=O)(OCC(C)C)C(Nc1ccccc1)c1ccc2c(c1)OCO2 (stereo unspecified)	-10	-12	1	1.3	-19	x	2	-7	0
O=C(Cn1ncc2ccccc21)N1CCN(c2cccc(C(F)(F)F)c2)CC1	-3	24	-4	x	6	1	9	10	-5
CCOC(=O)c1cnc2c(C)cccc2c1NCc1ccco1	0	-13	2	1.3	-11	x	9	-4	0
CCCn1c(C(O)c2cc(OC)ccc2OC)nc2ccccc21 (stereo unspecified)	-17	-3	3	1.4	-14	1.1	3	-1	-2
O=C(CSc1nnc(-c2c[nH]c3ccccc23)o1)c1ccccc1	-4	-13	-6	0.9	13	x	-4	5	-8
COC(=O)Cn1cc(C(=O)c2ccco2)c2ccccc21	-12	-10	-1	0.9	26	1.2	7	-7	-6
CC(C)(C)c1nc2sc3c(c2c(=O)o1)CCCC3	-15	-3	1	1	-14	1.1	2	-1	-4
O=C1C2=C(c3ccccc31)[N+](=O)C1CCCCC1N2[O-] (stereo unspecified)	-7	-15	10	0.9	2	1.2	5	0	-8
COc1ccc(N2CCCn3c2nc2c3c(=O)n(CCCc3ccccc3)c(=O)n2C)cc1	-10	-29	2	x	-33	1	1	-9	3
Cn1c(=O)oc2cc(S(=O)(=O)N3CCCC3)ccc21	-10	5	1	1	0	1	5	-9	-5
O=C(Nc1ccc(S(=O)(=O)Nc2cnc3ccccc3n2)cc1)c1ccc(Br)o1	-9	-28	-6	1.2	-16	1	1	1	-9
COc1ccc(NC(=O)CSc2nc(C)cc(C)n2)cc1	8	-13	-2	0.8	-20	x	10	6	-1
Cc1cc(C)cc(OCC(=O)Nc2ccc3c4c(cccc24)CC3)c1	-11	-7	1	1.1	13	x	5	0	-2
CCC(C)(C)n1nnnc1C(c1ccc2ncccc2c1)N1CCN(c2nc3ccccc3s2)CC1 (stereo unspecified)	-5	9	-5	1.6	3	1.1	0	-2	-5
CC(C)(C)OC(=O)NCC(=O)N1CCC(C(=O)O)CC1	-3	0	-2	0.8	21	1.2	6	1	-6
COc1cc2nc(CN(C)Cc3nc4ccccc4c(=O)[nH]3)[nH]c(=O)c2cc1OC	-1	-28	-1	x	-15	x	12	4	6
